mcGAS RapidFire: inhibitors of Mus musculus cyclic GMP-AMP synthase, initial high-throughput assay, cell-free, RapidFire MS | Q8C6L5 | recombinant mouse cGAS, cGAMP by RapidFire MS | inhibition, % at 12.5 µM | actives 0.18% (n = 130,000);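 active = inhibition of cGAS enzyme activity at or above 60%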;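 also: enzyme stimulated by 45 bp dsDNA with ATP and GTP substrates; cGAMP share of summed cGAMP plus half ATP and half GTP signals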
Target sequence (Q8C6L5 whole entry, looked up): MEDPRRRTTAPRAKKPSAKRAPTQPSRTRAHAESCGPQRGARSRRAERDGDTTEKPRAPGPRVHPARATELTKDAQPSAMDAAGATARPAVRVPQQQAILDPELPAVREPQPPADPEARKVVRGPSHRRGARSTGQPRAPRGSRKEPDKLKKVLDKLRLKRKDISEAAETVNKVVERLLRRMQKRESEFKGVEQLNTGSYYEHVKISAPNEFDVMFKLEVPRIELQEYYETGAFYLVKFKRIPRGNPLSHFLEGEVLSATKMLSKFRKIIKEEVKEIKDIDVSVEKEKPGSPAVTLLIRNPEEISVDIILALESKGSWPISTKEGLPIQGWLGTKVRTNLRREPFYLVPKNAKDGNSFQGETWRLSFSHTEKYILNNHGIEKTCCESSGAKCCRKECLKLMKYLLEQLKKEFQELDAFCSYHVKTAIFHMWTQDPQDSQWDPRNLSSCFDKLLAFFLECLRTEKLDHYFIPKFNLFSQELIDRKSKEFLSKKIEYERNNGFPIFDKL
Starred values were filed as active, the others as inactive; & = joins results of further samples. Only part of the results is shown. The share of hits here may be higher or lower than overall.

mcGAS RapidFire	compound
-26	CN1CCCC2(CC1)CCN(C(=O)CN1CCOC1=O)CC2
-1	Cn1ccsc1=NC(=O)c1ccc(C2SCCS2)cc1
6	CCOC(=O)/C(=N\O)C1=NC2(CCCCC2)Cc2ccccc21
-3	CC(C)C(=O)Nc1cccc(NC(=O)NCCc2ccncc2)c1
17	COc1ccc(CCC(=O)Nc2c(C)nc3cc(C)ccn3c2=O)cc1
6	OCCN(Cc1ccccc1)Cc1cn[nH]c1-c1ccc(F)cc1F
-7	CCSc1ccccc1C(=O)N1CCN(c2ncnc3c2nnn3C)CC1
-4	N#CCN1C(=O)NC2(CCCc3sccc32)C1=O (centres undefined)
-14	Cc1cccc(OCCN2CCCN(C(=O)c3ccco3)CC2)c1C
-12	CCSC1CCCC1NC(=O)c1cc(C)sc1C (centres undefined)
-4	COc1cc(C=NOCc2cc([N+](=O)[O-])cc3c2OCOC3)ccc1OC(F)F
-12	CCOCCn1nc(C)cc1C(=O)N1CCCC2(CNC(=O)O2)C1 (centres undefined)
-7&-7	CC1(C)CC(NC(=O)CCc2nnc(Cc3cccc(C(F)(F)F)c3)o2)CCO1 (centres undefined)
0	c1cc2nc(NC3CCC3)ccn2n1
-4	CC(Sc1nnc2n1CCCCC2)C(=O)N(C)C1CCS(=O)(=O)C1 (centres undefined)
-27	CN1C(=O)C2(CCCN(C(=O)CCc3csc(N)n3)C2)c2ccccc21 (centres undefined)
-3	O=S(=O)(c1ccc(Br)c2ccccc12)N1CCCC1
-10	CCOC(=O)NC(=O)COC(=O)[C@@H]1CCCN1C(=O)OC(C)(C)C
-6	COc1ccc(S[C@@H]2C[C@@H](C(=O)N(C)Cc3nonc3C)N(Cc3ccc(O)cc3)C2)cc1
-12	COC(=O)c1ccc2c(=O)n(CC(C)C)c(SCc3ncc(-c4ccc(F)cc4)o3)nc2c1
2	Cc1nn(CC(C)C)c(Cl)c1C(=O)N(c1ccc(Cl)cc1F)S(C)(=O)=O
-9	O=S(=O)(Cc1ccc(Br)cc1)NCCO
-4	Fc1ccc(Cn2c(=S)[nH]c3ccccc32)cc1
-22	Cc1cccc2c(CC(=O)Nc3ccccc3)noc12
4	CC1CN(C(=O)Cn2c(C(F)(F)F)nc3ccccc32)CCO1 (centres undefined)
-11	O=c1[nH]cc(S(=O)(=O)Nc2ccccc2-c2ccccc2)c(=O)[nH]1
9	O=c1c2cnc3nc(-c4ccccc4)nn3c2ccn1Cc1ccccc1
0	CC(C)(C)C1CCC(=NOC(=O)c2cccs2)CC1 (centres undefined)
1	CCc1ccc(CNC(C)(C)CO)cc1
9	CCOC(=O)c1ccc(-c2cccc(O)c2)nc1
0	Cc1cccc(C(=O)NC2CCN(C(=O)c3ccccc3F)CC2)c1
-10	CC(C)OC(=O)[C@@H]1CCCN1C(=O)Cc1cc(-c2ccccc2)on1
-2	O=C1NC2(CCCc3ccccc32)C(=O)N1Cc1cc(=O)oc2cc3c(cc12)CCC3 (centres undefined)
1	CCS(=O)(=O)c1ccc(NC(=O)Cc2ccc(Cl)c(Cl)c2)cc1
-2	CC(C)CC1NC(=O)c2cnc(CC(N)=O)nc21 (centres undefined)
-14	CC1(C(=O)NS(=O)(=O)c2cccs2)CCN1C(=O)Cc1cccs1 (centres undefined)
4	Cc1ccc2nc(CNC(=O)c3ccc(Cn4ccnc4)o3)[nH]c2c1
7	Cc1ccc(C)c(S(=O)(=O)N2CCN(c3cccc(C)c3C)CC2)c1
-13	Cc1cccnc1N1CCN(CC2CCOC(C)(C)C2)CC1 (centres undefined)
-15	CCCn1cnnc1CN(C)Cc1cc2n(n1)CCNC2
-9	CCCC(=O)Nc1cccc(C(=O)NCC2CC(CC)=NO2)c1 (centres undefined)
-7	CC(=O)Nc1nc(COC(=O)c2ccc(OCC3CCCO3)cc2)cs1 (centres undefined)
-17	Cc1ccc(OCc2nc(C(=O)NC3CC(C)(C)NC(C)(C)C3)cs2)cc1
2	Cc1nnc(COC(=O)c2ccc(Cl)c(S(=O)(=O)NC(C)(C)C)c2)o1
0	Cn1cc(CCC(=O)N2CCCC(C(=O)Nc3ccc(-c4cscn4)cc3)C2)cn1 (centres undefined)
-6	CCOc1ccc(-c2nc(C(N)=O)c3[nH]c(=O)n(-c4ccccc4OCC)c3n2)cc1
-10	Cc1cc(O)c(C(c2ccc(F)cc2)N2CCN(c3ccccc3)CC2)c(=O)n1Cc1ccccn1 (centres undefined)
-4	CC1(NC(=O)c2csc(-c3ccc(F)cc3)n2)CCS(=O)(=O)C1 (centres undefined)
-19	CN1CCC(Cc2noc(-c3cccc(S(C)(=O)=O)c3)n2)CC1
4	CCCCn1c(N)c(N(Cc2ccco2)C(=O)c2cnccn2)c(=O)[nH]c1=O
-7	Cn1c(CNc2nc3ccccc3n2C)nc2ccccc21
-8	CCCCCCCCn1c(N2CCC(C)CC2)nc2c1c(=O)[nH]c(=O)n2C
1	CCc1nc(CN2CCC(c3n[nH]c(=O)n3-c3ccccc3)CC2)c(C)[nH]1
-15	CN(Cc1ccc(Cl)cc1)CN1C(=O)C2CCCCC2C1=O (centres undefined)
-2	COCCN(CCOC)C(=O)c1c(-c2ccccc2Cl)noc1C
20	CCCc1cc2c(=O)c(-c3ccc4c(c3)OCO4)coc2cc1OCC(=O)O
11	COc1cc(OC)c(NC(=O)CN2CCC(C(=O)N3CCCC3)CC2)cc1Cl
-16	CCCN(Cc1cccnc1)Cc1cnc2c(-c3ccccc3)cnn2c1
1	Cc1cnccc1N1CCCN(C(=O)C2CC3(CCNCC3)CN2)CC1 (centres undefined)
-8	Cc1ccc(Nc2nc(N3CCOCC3)nc(N)c2[N+](=O)[O-])cc1C

Following part:
mcGAS RapidFire	compound
-4	O=C(Nc1ccc(SCc2cccnc2)nn1)c1cccs1
-5	O=c1c2cnc(N3CCCC3)nc2ccn1-c1cccc(Cl)c1
-10	O=C(CN1CCN(S(=O)(=O)c2ccc(Br)s2)CC1)NCc1ccccc1
-3	Cc1ccc(-n2ncc3c(C)nn(CC#N)c(=O)c32)c(C)c1
-3	Cn1c(=O)n(CC=Cc2ccccc2)c(=O)c2c1nc1n2CCN1c1ccccc1
-6	CCC(C)NP1(=O)C=C(c2ccccc2)SC(c2ccccc2)=C1 (centres undefined)
-6	O=C1N=C2N(CCN3CCCCC3)c3ccccc3N2/C1=C/c1cc([N+](=O)[O-])ccc1Cl
-12	Cc1nc(CN2C(=O)C3(CCC3)ON=C2c2cccc(Cl)c2)cs1
-12	Cc1c(Br)cccc1NC(=O)C1(C)CCN1Cc1ccc(OC(C)C)cc1 (centres undefined)
-10	CC(=O)Nc1cccc(O)c1
-15	CC(C)c1ccc(CC(=O)N2CCC2(C)C(=O)NCC(F)(F)F)cc1 (centres undefined)
-3	Cc1nc2cc([N+](=O)[O-])ccc2s1
-47	Cc1ccccc1C1CC1C(=O)N(C)C1CCCC1S(C)(=O)=O (centres undefined)
-4	COC(=O)c1ccc(CN2CCN(Cc3ccc(C)o3)C(CCO)C2)cc1 (centres undefined)
-6	C#CCOCC1CCN(C(=O)Nc2cccc(OC)c2OC)CC1
-7	C=C(C)Cn1c(SCC(=O)N/N=C\c2ccncc2)nnc1-c1ccc(Br)cc1
-5	CCOC(=O)C(O)(CC(=O)NNc1c(F)c(F)c(F)c(F)c1F)C(F)(F)F (centres undefined)
-9	CN1CCN(C(=O)C2(C)CCN2C2Cc3ccccc3C2)CC1 (centres undefined)
-2	COc1ccc(CCNC(=O)c2cnc(C)cn2)cc1OC
-3	CCOc1ccc(-c2n[nH]c(=S)n2CC(=O)NC(C)c2ccco2)cc1 (centres undefined)

15 compounds already listed, ordered by SMILES length, descending.
mcGAS RapidFire	compound
-6	O=C1N=C2N(CCN3CCCCC3)c3ccccc3N2/C1=C/c1cc([N+](=O)[O-])ccc1Cl
-5	CCOC(=O)C(O)(CC(=O)NNc1c(F)c(F)c(F)c(F)c1F)C(F)(F)F (centres undefined)
-7	C=C(C)Cn1c(SCC(=O)N/N=C\c2ccncc2)nnc1-c1ccc(Br)cc1
-3	Cn1c(=O)n(CC=Cc2ccccc2)c(=O)c2c1nc1n2CCN1c1ccccc1
-3	CCOc1ccc(-c2n[nH]c(=S)n2CC(=O)NC(C)c2ccco2)cc1 (centres undefined)
-12	Cc1c(Br)cccc1NC(=O)C1(C)CCN1Cc1ccc(OC(C)C)cc1 (centres undefined)
-4	COC(=O)c1ccc(CN2CCN(Cc3ccc(C)o3)C(CCO)C2)cc1 (centres undefined)
-12	Cc1nc(CN2C(=O)C3(CCC3)ON=C2c2cccc(Cl)c2)cs1
-6	CCC(C)NP1(=O)C=C(c2ccccc2)SC(c2ccccc2)=C1 (centres undefined)
-47	Cc1ccccc1C1CC1C(=O)N(C)C1CCCC1S(C)(=O)=O (centres undefined)
-5	O=c1c2cnc(N3CCCC3)nc2ccn1-c1cccc(Cl)c1
-6	C#CCOCC1CCN(C(=O)Nc2cccc(OC)c2OC)CC1
-2	COc1ccc(CCNC(=O)c2cnc(C)cn2)cc1OC
-3	Cc1nc2cc([N+](=O)[O-])ccc2s1
-10	CC(=O)Nc1cccc(O)c1

Next structures.
mcGAS RapidFire	compound
-3	CCN(CC)C(=O)CN(C)c1ncnc2scc(-c3ccc(C)cc3)c12
-15	CCOC(=O)N1CCC(NS(=O)(=O)c2cc(Cl)ccc2Cl)CC1
-6	N=C(N)SC(CN1CCCCC1)C(F)(F)F (centres undefined)
-34	Cc1nc(SCC(=O)N2CCCC2c2ccccn2)n[nH]1 (centres undefined)
-12	CCCc1noc(CN2CCN(c3cnccn3)CC2)n1
-8	Cc1ccccc1C(=O)NC(=S)N1CC(C)OC(C)C1 (centres undefined)
-15	Cn1c(=O)c2c(nc(CN3CCCCC3)n2CCCO)n(C)c1=O
-5	COCC(NC(=O)C(=O)N1CCCc2ccccc21)c1ccnn1C (centres undefined)
-14	CC(C)NC(=O)CN1CCN(Cn2nc3ccccn3c2=S)CC1
5	Cc1cccc(S(=O)(=O)N[C@H](c2nnc3c(C(F)(F)F)cccn23)C(C)C)c1
-15	Cc1cc(C(=O)N/N=C\c2ccc(Cl)cc2)n[nH]1
-3	N#CCC1(COC(=O)C2CCOc3ccccc32)CC1 (centres undefined)
-20	O=C(C1CC1)N1C[C@H]2CNC[C@@]2(C(=O)NCCOc2ccccc2)C1
-5	c1ccc(-c2ccc3occc3c2)c(CN2CCOCC2)c1
-6	CC1CN(CCCNC(=O)C2CCN(S(=O)(=O)c3ccc4c(c3)CCC4)CC2)CC(C)O1 (centres undefined)
-12	C#Cc1cccc(NC(=O)CNC(=O)C2CCCCN2C(=O)c2ccco2)c1 (centres undefined)
-3	Cc1ccc(Cn2ncc3c2NC(=O)CC32C(=O)N(C)c3c(Cl)cccc32)cc1 (centres undefined)
-5	Cc1ccc(C2(C(F)(F)F)NC(=O)c3ccc(OC(C)C)cc3O2)cc1 (centres undefined)
-17	COC(=O)c1cccc(NS(=O)(=O)c2cc(OC)ccc2OC)c1
-5	c1ccc2sc(SCc3cn4cccnc4n3)nc2c1
-14	CC1(C)CC(N=C2C([N+](=O)[O-])=CC=C3C2=NC2(CCCCC2)N3O)CC(C)(C)N1
-5	Cc1ccc(C(=O)N2CCOC(c3ccccc3)C2)c(Cl)n1 (centres undefined)
-4	CS(=O)(=O)N1CCCC(C(=O)NCC2CCCO2)C1 (centres undefined)
-32	CCCC1COCCN1Cc1ncc[nH]1 (centres undefined)
-8	CCC(C)n1c(=S)[nH]c2cc(C)[nH]c2c1=O (centres undefined)
-6	O=S(=O)(NCc1ccccc1)N1CCCC(Cc2nc3ccccc3[nH]2)C1 (centres undefined)
-13	Cc1nn(-c2ccccc2)nc1C(=O)Nc1ccccc1C(=O)NC1CC1
1	CCOC(=O)N1CCN(/C=C(\C#N)S(=O)(=O)c2ccc(C)c(C)c2)CC1
-9	Fc1ccc(/C=C/CN2CCCC(Nc3ccccc3)C2)cc1 (centres undefined)
-4	Cc1ccc2cc(C(=O)Nc3ccc(N(C)C)cc3C)[nH]c2c1
-3	Cn1c(=O)n(C)c2cc(CNc3nccc(CCC(F)(F)F)n3)ccc21
2	CC(C)C(=O)Nc1ccc(I)cc1C(F)(F)F
-2	CCCOc1ccnc2c1c(=O)n(CCC)c(=O)n2C
-9	Cc1cc(CNC(=O)C2(c3ccc(Cl)cc3)CCCC2)on1
-3	CN1CCN(C(=O)CCC2CCCN(Cc3ccc(OC4CCCC4)cc3)C2)CC1 (centres undefined)
0	CN1C(=O)C(C)(C)ON=C1c1ccc(F)cc1
-9	O=C1NCCCCC1Sc1ncc(-c2ccc(F)cc2)o1 (centres undefined)
-14	Cc1nn(-c2ccccc2)c(NC(=O)C(C)C)c(-c2ccccc2)c1=O
-8	CCc1nn(CCCN2C(=O)NC(C)(C)C2=O)c(=O)c(C#N)c1CC
-4	CCOC(=O)CNC(=O)N1CCC(CCC(=O)Nc2ccccc2)CC1
-14	CNS(=O)(=O)c1ccc(NS(=O)(=O)c2ccc(Cl)c(C(F)(F)F)c2)cc1
-6	CC(C)CCC1CCCCN1S(=O)(=O)Cc1ccon1 (centres undefined)
81*	O=c1/c(=C/c2ccc(N3CCOCC3)cc2)sc2nc3cc(Br)cnc3n12
-47	O=c1cc(Cn2ncc(Cl)c(Cl)c2=O)c2cc3c(cc2o1)CCC3
-1	Cn1c(=O)[nH]c(=O)c2c1nc(CN1CCOCC1)n2CCN1CCOCC1
-4	COc1ccc(C(CC(=O)c2cccs2)Sc2ccccc2NC(C)=O)cc1 (centres undefined)
-2	Cn1c(=NN=C(CCC#N)c2ccco2)sc2ccccc21
-5	Cc1ccc(NCC(=O)N2CCSc3ccccc32)c(Cl)c1
-4	C=C(C)CSc1nnc(-c2c[nH]c3ccccc23)n1C1CC1
-7	CN(Cc1cnn(C)c1)C(=O)CS(=O)c1ccc(F)cc1F (centres undefined)
-14	CC(Cc1cnccn1)n1ccnc1-c1nccn1C (centres undefined)
-2	Nc1ccc(-c2nc[nH]c2Br)cc1
-3	Cc1nn(C)c(=O)c(C(=O)OCCOC2CCCCC2C)c1C (centres undefined)
-10	Cc1cc(C)n2nc(CC(=O)N(Cc3ccc(F)cc3)C3CC3)nc2n1

Three entries out of the list above, ordered by the number in mcGAS RapidFire, high to low.
mcGAS RapidFire	compound
-4	COc1ccc(C(CC(=O)c2cccs2)Sc2ccccc2NC(C)=O)cc1 (centres undefined)
-5	Cc1ccc(NCC(=O)N2CCSc3ccccc32)c(Cl)c1
-14	CC(Cc1cnccn1)n1ccnc1-c1nccn1C (centres undefined)
